Salmonella PhoP GFP = PhoP regulon inhibitors, Salmonella typhi PhoP promoter GFP reporter, confirmatory (AID 1850). Salmonella Typhi PhoP-promoter GFP reporter, fluorescence, 4 h; higher % means a stronger effect. inhibition, % at 50 µM, or IC50 in µM where a hit was titrated. 310,000 tested, 0.33% active; in the data active means a potency from the dose series; inconclusive means inhibition mostly from about 25% at the one dose, without a potency; inactive means the rest, 99 in 100 with inhibition below about 19%;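 further: 0% = induced wells with vehicle and 100% = uninduced wells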
M. tuberculosis HTS = M. tuberculosis growth inhibition, HTS (AID 449762). M. tuberculosis H37Rv growth inhibition, 7H9 media; higher % means a stronger effect. one-dose inhibition, % at 25 µM; IC50 in µM for titrated hits. 330,000 tested, 0.59% active; in the data active means a potency from the dose series; inconclusive means inhibition above about 70% without an active follow-up result;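 further: bacterial growth assessed after seven days of incubation; strong numbers were not always called active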
H1N1 NS1A inhibition = H1N1 influenza NS1A inhibitors, functional cell based assay (AID 504329); 340,000 tested, 0.3% active; one-dose inhibition, % at 12.5 µM; IC50 in µM for titrated hits; NS1A functional cell-based assay, percent inhibition; higher % means a stronger effect; in the data active means a potency from the dose series; inconclusive means inhibition above about 27% without an active follow-up result; further: strong numbers were not always called active
VEEV TC-83 Vero = inhibitors of VEEV TC-83 cytopathic effect, confirmation, Vero cells (AID 588727); Vero cells, VEEV TC-83 cytopathic effect inhibition; higher % means a stronger effect; 350,000 tested, 0.13% active; inhibition, % at 20 µM; hits with a dose series show IC50 in µM; in the data active means a potency from the dose series; inconclusive means inhibition mostly from about 14% at the one dose, without a potency; inactive means the rest, 99 in 100 with inhibition below about 12%; further: strong numbers were not always called active
tuberculosis growth = growth inhibition of non-replicating M. tuberculosis (AID 488890). Mycobacterium tuberculosis non-replicating, growth inhibition; higher % means a stronger effect. inhibition, % at 25 µM, or IC50 in µM where a hit was titrated. 320,000 tested, 0.39% active; in the data active means a potency from the dose series; inconclusive means inhibition mostly from about 82% at the one dose, without a potency; inactive means the rest, 99 in 100 with inhibition below about 76%;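 further: plate controls were DMSO cells for no effect and high antibiotic wells for full effect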
VEEV TC-83 Vero 10K pilot screen = further read-out of VEEV TC-83 Vero, marked with its call; inhibition, %; measured here: 10K pilot screen inhibition
* = called active by the depositor; i = inactive; ? = inconclusive; . = no result given; & = joins results of further samples.

SMILES	Salmonella PhoP GFP	M. tuberculosis HTS	H1N1 NS1A inhibition	VEEV TC-83 Vero	tuberculosis growth	others
CC(C)C[C@@H](CN1CCCC1CN1C(=S)NC[C@@H]1Cc1ccc(O)cc1)N1C[C@H](Cc2ccc(O)cc2)N(CCc2ccccc2)C1=S (stereo not given in full)	.	.	1%	2.9%	.
Cc1ccc(S(=O)(=O)N(C(=O)c2ccncc2)c2ccc3oc4c(c3c2)CCCC4)cc1[N+](=O)[O-]	-4%	7%	-1%	i	11%
Cc1ncc([N+](=O)[O-])n1CC(=O)NC1CCCCC1	-1%	-11%	2%	2.6%	-11%
CCCc1nnc(NC(=O)c2cccs2)s1	-17%	-9%	4%	4.5%	6%
Cc1cc(C(=O)Nc2cccc3c2O[C@@H](CN(C)S(C)(=O)=O)[C@H](C)CN([C@@H](C)CO)C3=O)n(C)n1	.	5%	13%	0.2%	-6%	VEEV TC-83 Vero 10K pilot screen=0.3
CCOC(=O)c1[nH]c(C(=O)O)c(CCC(=O)OC)c1C	6%	2%	3%	0.4%	-17%
O=S(=O)(c1ccc(F)cc1)c1nc(-c2ccccc2)oc1N1CCOCC1	7%	0%	-6%	5.8%	6%
Cc1cc(C)c2c(n1)sc1c(=O)n(CC(=O)c3ccccc3)cnc12	-4%	-3%	11%	3.9%	19%
CCOC(=O)N1CCN(C(=O)c2ccc(C#CC3(O)CCCCC3)cc2)CC1	4%	2%	1%	0.7%	11%
COc1cc(NC(=O)c2cccs2)c(OC)cc1NC(=O)c1ccco1	-5%	-5%	16%	i	9%
CC(=O)Nc1ccc(OCC(O)CNC(C)C)cc1 (stereo not given)	-10%	1%	3%	0.7%	0%
Cc1ccc(C2=Nc3ccccc3N(C(=O)c3ccccc3)C(C)C2)cc1 (stereo not given)	-5%	-1%	-5%	1.7%	6%
CCn1c(SCC(=O)c2ccc(Cl)cc2)nnc1-c1cccs1	-6%	-2%	0%	2.3%	45%
Cc1c(NS(C)(=O)=O)cccc1-c1nc2cccnc2s1	2%	-6%	9%	2.9%	8%
CC(=O)c1ccc(NC(=O)c2ccc(CNc3c(N4CCCC4)c(=O)c3=O)cc2)cc1	6%	2%	-16%	0.2%	1%
CC(Sc1n[nH]c(-c2ccccc2F)n1)C(=O)Nc1ccc(S(N)(=O)=O)cc1 (stereo not given)	.	-2%	-3%	3.3%	-3%
COc1cc(NC(=S)NC(=O)c2ccccc2F)ccc1NC(=O)c1ccco1	1%	-1%	0%	1.6%	-29%
Cc1ccc(S(=O)(=O)N2CN(Cc3ccco3)c3nc4ccccc4nc32)cc1	1%	-2%	2%	9.1%	-2%
Cc1ccc(NC(=O)Nc2cccc(F)c2)nc1	-2%	10%	-7%	0.8%	16%
O=C(Nc1nnc(C2CC2)s1)c1cncc(Br)c1	.	5%	-3%	3.8%	29%
Cc1cc(O)cc(O[C@H]2OC(CO)[C@H](O)[C@@H](O)[C@H]2O)c1 (stereo not given in full)	-2%	-6%	-5%	1.3%	-2%
C/C(=N/NC(=O)c1ccc2c(c1)OCO2)c1ccc(Br)s1	-5%	13%	5%	0.1%	-17%
O=C1CCCN=C(Nc2ccc(F)c(Cl)c2)S1	2%	5%	2%	3.3%	-2%
COc1ccc(-n2c(SCc3cn4c(C)cccc4n3)nc3ccccc3c2=O)cc1OC	3%	12%	-6%	8.3%	27%
NS(=O)(=O)c1ccc(NC(=O)/C=C/c2cccs2)cc1	-1%	6%	11%	0.6%	-2%
COc1ccc(-c2nnn(CC(=O)N(Cc3ccc(F)cc3)C(C(=O)NC3CCCC3)c3ccc(F)cc3)n2)cc1 (stereo not given)	5%	0%	-3%	i	-4%
COc1ccc(C(CCNCc2ccc(F)cc2)c2ccc(F)cc2)cc1 (stereo not given)	-2%	?	10%	i	?
CCOC(=O)C1CCCN(C2=NC(=O)/C(=C/c3ccc(N(C)C)cc3)S2)C1 (stereo not given)	0%	12%	20%	0.1%	6%
C[C@H]1O[C@H](O[C@H]2[C@H](O[C@@H]3CC[C@@]4(C)C(CC[C@]5(C)C4CC=C4[C@@H]6CC(C)(C)CC[C@]6(C(=O)O[C@@H]6O[C@H](CO)[C@@H](O)[C@H](O)[C@H]6O)CC[C@]45C)C3(C)C)O[C@H](C(=O)O)[C@@H](O)[C@@H]2O)[C@@H](O)[C@@H](O)[C@@H]1O (stereo not given in full)	6%	-10%	8%	1.1%	-5%
COc1ccc(NC(=O)c2nc[nH]c2C(=O)NCCCCCNC(=O)OC(C)(C)C)cc1	-5%	61%	.	.	28%
O=C1CCC/C1=C/Nc1ccc2c(c1)OCO2	12%	?	4%	3.5%	15%
O=C(Oc1ccc(=O)n(-c2ccccc2)n1)c1ccccc1	1%	-7%	-6%	i	-17%
Cc1nn(CCOc2ccccc2)c(=O)n1-c1ccc(Cl)cc1	-10%	11%	0%	0.3%	16%
COc1ccccc1CN1CCCC(CN(CCN(C)C)C(=O)C2CCCC2)C1 (stereo not given)	-1%	-13%	-16%	i	7%
COc1ccc(OC)c(NC(=O)c2cccc(N3C(=O)C4C5CCC(C5)C4C3=O)c2)c1 (stereo not given)	9%	18%	10%	7.4%	18%
O=C1Nc2ccccc2C1(c1ccccc1)c1ccccc1	22%	0%	9%	0.1%	18%
O=C(NS(=O)(=O)N1CCCC1)C1=C(N2CCCC2)COC1=O	.	-3%	8%	0.8%	-11%	VEEV TC-83 Vero 10K pilot screen=1.0
Cc1cc(C)c(NC(=O)C2C3/C=C\CCCCC32)c(C)c1 (stereo not given)	-1%	?	13%	0.1%	-2%
Clc1ccc(Cc2nn3c(Cn4nnc5ccccc54)nnc3s2)cc1	-6%	-9%	-3%	i	22%
COc1cccc(-c2nc(CS(=O)CC(=O)NCc3ccccc3Cl)c(C)o2)c1 (stereo not given)	10%	2%	-3%	3.3%	21%
O=C(NCCO)c1cc(-c2cc(C(=O)NCCO)c3ccccc3n2)nc2ccccc12	3%	1%	0%	0.7%	-8%
COC(=O)CNC(c1ccccc1Cl)c1cc(Br)ccc1NS(=O)(=O)c1ccc(C)cc1 (stereo not given)	1%	2%	-7%	0.1%	43%
COc1ccc(Cl)cc1N(CC(=O)Nc1ccccc1C(=O)NCc1ccco1)S(C)(=O)=O	-5%&-13%	9%	-4%	0.9%	29%
COC(=O)c1[nH]c2ccc(C)cc2c1NC(=O)CN1CCN(c2ccccc2)CC1	7%	?	8%	7.0%	40%
Cc1cc(C)nc(NC(=NCCc2c[nH]c3ccccc23)NC(=O)Nc2ccccc2)n1	9%	22%	-9%	6.6%	33%
Cc1c(Cl)cccc1NC(=S)Nn1cnnc1	0%	-5%	-1%	0.1%	?
CCCCc1nc2cc(C(=O)N(C)CCc3cn[nH]c3)ccc2o1	1%	-1%	3%	1.2%	-2%
CC1CCC2(CC1)SCC(=O)N2c1ccc(F)cc1 (stereo not given)	18%	49%	2%	i	23%
CCN(CC(=O)NCc1cccs1)C(=O)c1cccc(S(=O)(=O)N(CC)c2ccccc2)c1	.	.	10%	8.1%	.
COc1cccc(NS(=O)(=O)c2ccc3c(c2)N(C(C)=O)CCO3)c1	-6%	-4%	4%	i	3%

(cont.)
SMILES	Salmonella PhoP GFP	M. tuberculosis HTS	H1N1 NS1A inhibition	VEEV TC-83 Vero	tuberculosis growth	others
CC(=O)N1CCSc2ccc(S(=O)(=O)Nc3ccc(C)cc3)cc21	8%	4%	5%	i	19%
O=C1NC(=S)N/C1=C/c1ccc2c(c1)OCO2	1%	-6%	-14%	i	-2%
NC(=O)[C@@H]1CCCNc2c(I)cc([N+](=O)[O-])cc2C(=O)N[C@@H](CCC(=O)O)C(=O)N[C@@H](CO)C(=O)N1	-4%	7%	-3%	0.1%	-8%
COC(=O)c1cc2sccc2n1Cc1nc(-c2ccc(Cl)cc2)oc1C	4%	-1%	6%	1.5%	-4%
C=CCc1c(C)nc(SCC(=C)C)[nH]c1=O	1%	8%	-12%	1.9%	20%
Cc1nn(-c2ccc(Cl)cc2)c(Cl)c1/C=C(\C#N)C(N)=O	6%	4%	-4%	i	0%
O=C(O)/C=C/c1ccc(S(=O)(=O)Nc2ccc3[nH]c(=O)[nH]c3c2)cc1	12%	1%	-8%	i	1%
CN(C)S(=O)(=O)n1cnc([C@H]2c3c(ncn3Cc3ccccc3)C[C@H]3COC(=O)[C@@H]32)c1	.	-3%	-7%	i	-14%
CCC1=NN2C(=N)/C(=C\c3ccc(OCCOc4ccccc4OC)cc3)C(=O)N=C2S1	-1%	8%	-4%	3.4%	-9%
CCN(CC(=O)Nc1c(F)cccc1F)C(=O)CCc1c[nH]c2ccccc12	8%	-1%	-4%	1.1%	-4%
O=C(NCc1cc(C(F)(F)F)ccc1F)C1CCC(=O)N(C2CC2)C1 (stereo not given)	-11%	-5%	-7%	0.8%	2%
O=C(N/N=C/c1ccsc1)C1CC1	3%	-1%	-10%	1.0%	4%
CCOC(=O)NN1C(=O)c2ccccc2NC1c1ccccn1 (stereo not given)	-8%	-4%	-6%	0.8%	9%
CC(C)Cn1c(N)c(C(=O)CSc2cc(Cl)ccc2Cl)c(=O)n(C)c1=O	-6%	3%	.	.	-8%
Cc1ccc(-n2nc3c(=O)n(CC(=O)NCCCc4ccccc4)nc(C)c3c2C)cc1	6%	2%	-9%	0.8%	-9%
Cc1ccc(SCC(=O)N2CCN(c3ccccn3)CC2)cc1	-2%	9%	-6%	0.7%	7%
O=C(NC12CC3CC(CC(C3)C1)C2)c1ccc(N2CCNCC2)c([N+](=O)[O-])c1	14%	7%	-1%	?	64%
Cc1cc(C)c(NC(=O)c2cccs2)c(C)c1NC(=O)c1cccs1	-15%	0%	-5%	1.2%	-6%
Nc1ccn([C@H]2C[C@H](O)[C@@H](CO)O2)c(=O)n1	3%&12%	1%&5%	-3%&-4%	1.1%&0.4%	-10%&5%
O=C(c1cc([N+](=O)[O-])ccc1Cl)N1c2ccccc2Sc2ccccc21	-5%	-1%	0%	i	-8%
O=C(COC(=O)Cn1nnc2ccccc21)Nc1ccccc1Br	-6%	-5%	-3%	0.2%	5%
Cc1ccc(-c2ccc(/C=N\n3cnnc3)o2)c(Br)c1	-1%	1%	-8%	1.3%	49%
O=C(Cc1ccccc1)Nc1ccc(N2CCCCC2)cc1	-5%	-5%	2%	0.6%	3%
CSCCC(NC(=O)c1ccco1)C(=O)OC(C)C(=O)NC(=O)NC1CCCCC1 (stereo not given)	-11%	.	-4%	3.7%	6%
O=C(CSc1ccc(F)cc1)N1CCOCC1	-7%	7%	-6%	0.2%	12%
CCn1cc(C(=O)N2CCc3ccccc32)c(=O)c2cc(S(=O)(=O)N(C)C3CCCCC3)ccc21	-8%	2%	1%	5.3%	41%
Cc1ccccc1C(=O)Nc1cccc(NC(=O)c2ncn[nH]2)c1	-3%	-17%	7%	1.0%	8%
Cc1ccccc1NS(=O)(=O)c1ccc(C(=O)NCCCN2CCOCC2)cc1	0%	-2%	4%	i	7%
CCOc1ccccc1OCCCC(=O)NC1=NCCS1	-9%	-6%	7%	3.0%	4%
O=S(=O)(NCCc1ccccc1)c1ccc(F)cc1Br	.	.	2%	0.8%	.
CC(C)(C)c1ccc(OCC(O)CN2CCc3ccccc3C2)cc1 (stereo not given)	11%	12%	.	0.4%	67%
CS(=O)(=O)NCCC1=CCCCC1	12%	1%	4%	1.4%	3%

Some of these compounds in order of SMILES length, descending.
SMILES	Salmonella PhoP GFP	M. tuberculosis HTS	H1N1 NS1A inhibition	VEEV TC-83 Vero	tuberculosis growth	others
COc1ccc(OC)c(NC(=O)c2cccc(N3C(=O)C4C5CCC(C5)C4C3=O)c2)c1 (stereo not given)	9%	18%	10%	7.4%	18%
Cc1ccc(S(=O)(=O)N2CN(Cc3ccco3)c3nc4ccccc4nc32)cc1	1%	-2%	2%	9.1%	-2%
O=S(=O)(c1ccc(F)cc1)c1nc(-c2ccccc2)oc1N1CCOCC1	7%	0%	-6%	5.8%	6%
Cc1cc(C)c2c(n1)sc1c(=O)n(CC(=O)c3ccccc3)cnc12	-4%	-3%	11%	3.9%	19%
COC(=O)c1cc2sccc2n1Cc1nc(-c2ccc(Cl)cc2)oc1C	4%	-1%	6%	1.5%	-4%
O=C1Nc2ccccc2C1(c1ccccc1)c1ccccc1	22%	0%	9%	0.1%	18%
O=C1CCCN=C(Nc2ccc(F)c(Cl)c2)S1	2%	5%	2%	3.3%	-2%

Bioassay records (PubChem)
